HTR5A inv ctr = counter-screen for OPRM1-OPRD1 inverse agonists: human HTR5A inverse agonism; P47898; HTR5A cell line, luminescence; inhibition, % at 9.3 µM; 340,000 tested, 0.083% active; AID 504634; in the data active = inhibition mostly above about 23%, no sharp cut-off; inactive = mostly below about 18%;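 note: 0% = cells with DMSO and 100% = no-cell wells with DMSO; some compounds called inactive have numbers as strong as hits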
Target sequence (P47898 whole entry, looked up): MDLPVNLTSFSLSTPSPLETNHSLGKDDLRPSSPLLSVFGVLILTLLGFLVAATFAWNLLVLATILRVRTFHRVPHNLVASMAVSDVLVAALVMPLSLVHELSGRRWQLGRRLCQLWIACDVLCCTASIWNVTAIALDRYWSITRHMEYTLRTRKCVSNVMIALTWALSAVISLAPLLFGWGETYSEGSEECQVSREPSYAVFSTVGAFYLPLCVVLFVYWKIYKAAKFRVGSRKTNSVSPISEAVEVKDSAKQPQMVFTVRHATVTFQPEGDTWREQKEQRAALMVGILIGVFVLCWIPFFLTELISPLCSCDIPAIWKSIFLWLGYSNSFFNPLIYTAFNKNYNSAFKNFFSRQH
PKA-R1A act = PKA-R1A complex activation; PKA-R1A dissociation, Cy5-IP20 fluorescence polarization; scaled: DMSO 0%, 113 µM cGMP 100%; 340,000 tested, 0.083% active; activation, % at 11.4 µM;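 active = percent activation above the mean of all tested compounds plus 3 SD, cut at about 19% in these data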;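 note: higher means more PKAc released from R1A so a rise in polarization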
HTR5A ag = HTR5A agonism, opioid heterodimer counter-screen. HTR5A agonist assay, luminescence, cell-based. activation, % at 9.3 µM. P47898. 340,000 tested, 0.61% active. AID 504692; in the data active = activation mostly above about 9.5%, no sharp cut-off; inactive = mostly below about 7.6%;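 note: 0% = cells with vehicle only and 100% = reference agonist; strong numbers were not always called active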
OPRM1-OPRD1 inv = inverse agonist of human OPRM1-OPRD1 heterodimerization; inhibition, % at 9.3 µM; 340,000 tested, 0.21% active; P35372+P41143; cell-based MOR-DOR heterodimer luminescence, inverse agonism; AID 504357; in the data active = inhibition above about 22%, passing the limit was not always enough;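 note: 0% = cells with DMSO and 100% = wells without cells with DMSO; values of inactives mirror those of a sister screen read the other way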
Arrestin-AP2 inh = inhibitors of human beta-arrestin and AP2 interaction; FITC-arrestin peptide / GST-AP2 beads, flow cytometry; AP2 beta2 appendage carries R879A mutation; inhibition, % at 10 µM; 340,000 tested, 0.31% active; AID 504490;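 active = inhibition above a set limit, near 3 SD of compounds lacking own fluorescence, cut at about 54% in these data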;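 note: plate controls were DMSO wells for no effect and 5 µM unlabelled arrestin peptide for full effect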
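system = GST-tagged AP2 beta2-adaptin appendage (R879A) on 4 µm glutathione beads | reagent = FITC-labelled arrestin peptide probe, 50 nM final | schedule = compound with beads 12 min RT, then probe 1 h RT | signal = HyperCyt-sampled flow cytometry, FL1 channel, ex 488/em 535 nm | read-out = percent response from loss of bead-bound FITC fluorescence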
PKA-R2B act = PKA-R2B complex activation; P22694+P31323; PKA-R2B holoenzyme dissociation, Cy5-IP20 fluorescence polarization; R2B truncated from residue 108, S112A mutant; 0% DMSO only, 100% 113 µM cGMP; activation, % at 11.4 µM; 340,000 tested, 0.079% active; AID 504700;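 active = activation above a cutoff set at the mean over all compounds plus 3 SD, cut at about 18% in these data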;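 note: higher means more holoenzyme dissociation and a rise in polarization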
Target sequence (P31323 whole entry, looked up, other chains not shown, the tested form may be a part): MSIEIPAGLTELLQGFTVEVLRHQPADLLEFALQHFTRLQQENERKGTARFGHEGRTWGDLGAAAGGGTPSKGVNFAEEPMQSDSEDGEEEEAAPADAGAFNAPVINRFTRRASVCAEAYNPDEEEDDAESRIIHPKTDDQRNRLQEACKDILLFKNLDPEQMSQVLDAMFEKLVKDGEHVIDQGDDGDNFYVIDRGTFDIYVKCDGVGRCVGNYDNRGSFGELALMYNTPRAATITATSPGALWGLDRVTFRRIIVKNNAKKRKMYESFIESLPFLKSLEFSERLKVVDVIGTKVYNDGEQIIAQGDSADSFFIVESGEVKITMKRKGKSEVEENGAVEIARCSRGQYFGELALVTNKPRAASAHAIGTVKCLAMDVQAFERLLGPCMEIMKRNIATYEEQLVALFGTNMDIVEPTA
V-ATPase pH = yeast V-ATPase proton transport regulation by pHLuorin; S. cerevisiae, pHLuorin cytosolic pH fluorescence; response, % at 10 µM; 350,000 tested, 0.37% active; AID 504577; in the data active = response mostly above about 7.3%, no sharp cut-off; inactive = mostly below about 5.4%; note: actives read high; inactives centre near 0; some compounds called inactive have numbers as strong as hits; reference of the scale not given here
Pemphigus Ab inh = inhibitors of pemphigus antibody binding to human desmoglein-3; DSG3-coupled beads, scFv-anti-DSG3-GFP binding, flow cytometry; active compounds read low; P32926; 310,000 tested, 0.48% active; binding (percent of control), % at 10 µM;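 active = binding more than 3 SD below its plate's average and above zero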;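 note: hits lower antibody fragment binding to DSG3; some compounds called inactive have numbers as strong as hits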
MOR-DOR ag = OPRM1-OPRD1 heterodimerization agonism; P35372+P41143; cells, luminescence; activation, % at 9.3 µM; 340,000 tested, 0.3% active; AID 504326; in the data active = activation above about 18%;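 note: 0% = vehicle-treated cells and 100% = reference agonist; values of inactives mirror those of a sister screen read the other way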
DAGLB inh = blocks human DAGLB lipase activity | Q8NCG7 | HEK293T DAGLB membrane lysate, EnzChek fluorogenic substrate | inhibition, % at 5.17 µM | 340,000 tested, 0.059% active | AID 504411; in the data active = inhibition above about 34%;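 note: 0% = enzyme with vehicle and 100% = wells lacking enzyme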
An asterisk follows results filed as active; / = no result given.

Below each compound – PKA-R2B act	V-ATPase pH	Arrestin-AP2 inh	OPRM1-OPRD1 inv	PKA-R1A act	MOR-DOR ag	HTR5A ag	Pemphigus Ab inh	DAGLB inh	HTR5A inv ctr
- NS(=O)(=O)c1ccc(CCNc2cc(=O)n(Cc3ccc(F)cc3)c(=O)[nH]2)cc1
→ -9	2	-13	7	-5	-1.2	2	99	2	9
- O=C(O)c1cccc(N2C(=O)C3CC=C(Cl)CC3C2=O)c1 (stereo unspecified)
→ 2	-2	18	6	16	-1.1	11*	111	-1	-30
- COc1ccc(-c2nnn(CC(=O)c3ccccc3)n2)cc1OC
→ 1	-6	14	2	-7	-0.4	4	97	0	2
- O=C(NCC(c1ccco1)N1CCCCC1)c1ccc(OCc2ccccc2)cc1 (stereo unspecified)
→ -7	-2	-15	3	3	-0.5	-2	126	0	40
- O=C(NCc1cccs1)c1cccc(N2CCCC2=O)c1
→ -5	-1	8	13	-1	-2.5	4	101	-1	15
- CCOC(=O)Nc1n[nH]c(NC(=O)OCC)c1[N+](=O)[O-]
→ 5	-2	4	20	-5	-3.7	4	106	1	40
- Cn1c(CNC(=O)CCNC(=O)c2cccc(F)c2)cc(=O)n(C)c1=O
→ -5	0	-12	7	-13	-1.3	0	98	0	0
- CCC(C)Nc1nc2c(c(=O)n(C)c(=O)n2C)n1Cc1ccc(F)cc1 (stereo unspecified)
→ -1	0	-28	7	-4	-1.5	-4	/	2	20
- Cc1ccc2c(c1)[C@H]1[C@H](CO2)[C@H](c2ccccc2)[C@]2(C)C(=O)Nc3cc(Cl)ccc3C(=O)N12
→ 5	3	-1	-5	-13	0.9	2	96	-3	-8
- c1ccc(C[C@H]2CN=C(Nc3ccccc3)N2CC2CCCCC2)cc1
→ -1	3	1	11	3	-1.9	-2	104	-2	-12
- C[C@@H]1CCCCO[C@H](CN(C)C(=O)Cc2ccccc2)[C@H](C)CN([C@@H](C)CO)C(=O)c2cc(NC(=O)Nc3ccc(F)cc3)ccc2O1
→ -1	0	/	/	-10	/	/	/	-17	/
- Cc1ccc(C=C2C(=O)c3ccccc3C2=O)s1
→ -4	-6	12	2	0	-0.3	3	/	-3	-8
- O=C(Nc1ccccc1)c1cc([N+](=O)[O-])ccc1Cl
→ -4	-1	-6	9	-5	-1.7	-2	104	-1	7
- C=CCNC(=S)NN(c1ccccc1)c1ccccc1
→ -4	-1	-6	17	-4	-3.3	1	99	0	17
- CN(CC(=O)OCC(=O)NCc1ccccc1)S(=O)(=O)c1ccc(Cl)cc1
→ 9	1	40	9	-3	-1.6	-2	96	-3	6
- CCOC(=O)CSc1nc2c(cnn2-c2ccc(F)cc2)c(=O)[nH]1
→ -2	-2	-19	4	-4	-0.8	-4	110	-2	14
- COc1ccc2c(C(=O)c3ccc(Cl)cc3)n(CCCC(N)=O)[n+]([O-])c2c1
→ -22	4	1	7	-11	-1.2	0	108	0	-7
- O=C(NCc1cccnc1)c1ccc(Cl)cc1[N+](=O)[O-]
→ -17	-2	1	8	0	-1.3	-2	/	1	-34
- CCOC(=O)c1c[nH]c(=S)n1C
→ 2	-2	26	9	-1	-1.7	-4	/	-2	-7
- O=C(O)Cc1cc(=O)[nH]n(-c2ccccc2)c1=O
→ 0	-3	6	0	-17	0.1	1	94	-4	-5
- Cc1cc(SCC(=O)Nc2ccc3[nH]c(=O)[nH]c3c2)nc2ccccc12
→ 4	-1	8	-15	15	2.9	3	76*	2	-10
- CCOC(=O)CC(=O)CSc1nnc2c(n1)[nH]c1ccccc12
→ -10	-3	-8	7	-16	-1.1	3	107	2	11
- COc1ccc(-c2csc(NC(=O)c3ccc(OCC(=O)N4CCOCC4)c(OC)c3)n2)cc1
→ -6	2	1	-2	-6	0.3	3	98	0	6
- Cc1cc(Nc2ccccc2C(=O)O)n(-c2ccc([N+](=O)[O-])cc2)n1
→ -10	-3	15	6	-9	-1.3	-1	96	7	22
- CC(C)(C)c1ccc(OCCCC(=O)Nc2ccc(S(N)(=O)=O)cc2)cc1
→ -6	-2	10	4	0	-0.7	-2	89	1	5
- Cc1ccc(NC(=O)c2cnccn2)cc1S(=O)(=O)N1CCCCCC1
→ -6	-1	-10	14	-11	-3.0	-1	/	-1	5
- COc1ccc2c(c1)Cc1sc(NC(=O)c3cccnc3)nc1-2
→ 7	-2	11	0	6	0.1	-2	102	3	6
- O=C(Nc1ccccn1)C1CCN(C(=O)c2ccc(Cl)cc2)CC1
→ 1	3	/	/	8	/	/	104	1	/
- COc1ccc(Cc2[nH]n3c(=O)cc(C(C)C)nc3c2-c2ccccc2)cc1
→ -2	3	18	15	0	-2.7	-1	100	2	1
- Cc1cc(C(=O)NCCC2=CCCCC2)c(C)o1
→ -4	-4	7	-25	-7	4.6	0	105	-2	-6

Only V-ATPase pH and PKA-R2B act, for 6 of the compounds above:
Structure | V-ATPase pH | PKA-R2B act
CCOC(=O)c1c[nH]c(=S)n1C | -2 | 2
O=C(NCC(c1ccco1)N1CCCCC1)c1ccc(OCc2ccccc2)cc1 (stereo unspecified) | -2 | -7
NS(=O)(=O)c1ccc(CCNc2cc(=O)n(Cc3ccc(F)cc3)c(=O)[nH]2)cc1 | 2 | -9
Cc1ccc(C=C2C(=O)c3ccccc3C2=O)s1 | -6 | -4
O=C(NCc1cccnc1)c1ccc(Cl)cc1[N+](=O)[O-] | -2 | -17
COc1ccc2c(c1)Cc1sc(NC(=O)c3cccnc3)nc1-2 | -2 | 7

Next section
Below each compound – PKA-R2B act	V-ATPase pH	Arrestin-AP2 inh	OPRM1-OPRD1 inv	PKA-R1A act	MOR-DOR ag	HTR5A ag	Pemphigus Ab inh	DAGLB inh	HTR5A inv ctr
- Cc1nn(C)cc1/C=N\NC(=O)c1ccc(Cn2cc(Cl)cn2)cc1
→ 9	0	6	-8	-8	1.2	3	101	-1	-7
- Cc1ccc(N2C(=O)CCC2=O)c(C)c1
→ 2	-3	-1	10	1	-2.0	-3	109	0	10
- C#CC1(NC(=O)NS(=O)(=O)c2ccc(C)cc2)CCCCC1
→ 2	1	-2	2	0	-0.6	3	85	-3	-12
- Cc1cc(=O)[nH]c(Nc2cccc(C(F)(F)F)c2)n1
→ -10	2	11	-10	-7	2.1	20	104	-1	-48
- Cc1c(C)c2c(OCC(=O)NCc3cccnc3)cc3c(c2oc1=O)CCC(C)(C)O3
→ -12	-1	5	-1	-9	0.1	4	/	-5	9
- CCCC1=C(C(=O)OCC)C(c2ccc(O)cc2)n2ncnc2N1 (stereo unspecified)
→ -1	-2	-5	7	2	-1.5	2	/	3	15
- CC1=C(C(=O)OCc2ccccc2)C(c2ccc([N+](=O)[O-])cc2)NC(=O)N1CCCC(=O)O (stereo unspecified)
→ 7	-5	5	15	4	-2.6	-2	103	2	2
- CC(C)Sc1nsc2nc(=O)c(/C=C3\C=Nc4ccccc43)c(N)n12
→ 5	3	10	6	2	-1.1	-1	98	14	2
- O=C(Nc1ccc(N2CCOCC2)cc1)C1(c2ccc(Cl)cc2)CCC1
→ -14	-1	17	22	-8	-4.3	0	92	2	10
- Cn1c(CNC(=O)CCNC(=O)c2cccc(Br)c2)cc(=O)n(C)c1=O
→ 3	-1	4	3	-3	-0.6	7	103	1	-12
- CCOC(=O)Cn1c(=O)oc2cc(S(=O)(=O)N(C)Cc3ccco3)ccc21
→ 4	0	1	7	12	-1.1	-2	107	-1	7
- CC(NC(=O)c1cccs1)c1ccccc1 (stereo unspecified)
→ -5	2	3	5	-19	-1.0	2	92	0	28
- CCc1nc(CNC(=O)C2CCC(=O)N(Cc3cccc(OC)c3)C2)no1 (stereo unspecified)
→ -6	0	38	6	-5	-1.1	3	102	-2	14
- CCOCCOC(=O)c1ccc(-n2cnc(C)n2)nc1
→ -3	0	0	2	1	-0.2	-3	107	0	9
- COCCN1C(=O)C(CC(=O)Nc2ccc(C(=O)O)cc2)SC1=Nc1ccccc1 (stereo unspecified)
→ -6	-3	32	-8	5	1.5	-5	104	3	13
- CC1Cc2ccccc2N1S(=O)(=O)c1cccc(C(=O)NCc2ccccn2)c1 (stereo unspecified)
→ -9	0	-23	11	-13	-2.8	-1	/	0	3
- COC(=O)c1ccc(NC(=S)N2CCN(CCO)CC2)cc1
→ 4	1	9	1	-3	-0.3	1	97	3	-4
- CCCCN(CC)Cc1c(C)[nH]c2c(ccc3ccccc32)c1=O
→ -3	2	1	14	1	-3.1	-4	97	1	15

An excerpt from further up:
Below each compound – PKA-R2B act	V-ATPase pH	Arrestin-AP2 inh	OPRM1-OPRD1 inv	PKA-R1A act	MOR-DOR ag	HTR5A ag	Pemphigus Ab inh	DAGLB inh	HTR5A inv ctr
- Cc1nn(C)cc1/C=N\NC(=O)c1ccc(Cn2cc(Cl)cn2)cc1
→ 9	0	6	-8	-8	1.2	3	101	-1	-7
- Cc1ccc(N2C(=O)CCC2=O)c(C)c1
→ 2	-3	-1	10	1	-2.0	-3	109	0	10
- C#CC1(NC(=O)NS(=O)(=O)c2ccc(C)cc2)CCCCC1
→ 2	1	-2	2	0	-0.6	3	85	-3	-12

Source: PubChem (several laboratories)
